SKN-1 block: suppressors of acrylamide-induced Pgst-4::GFP reporter in worms, primary screen, SKN-1 inhibitor project, whole organism, uHTS, GFP/RFP fluorescence ratio, strain VP596; C. elegans VP596 Pgst-4::GFP/RFP ratio, 24 h; inhibition, % at 21.8 µM; hit rate 0.49% among 360,000;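 active = interference check ratio from 0.5 to 1.5 plus GFP to RFP signal ratio inhibition reaching or exceeding a fixed threshold, cut at about 30% in these data, passing the limit was not always enough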; note: some compounds called inactive have numbers as strong as hits
MT1-MMP act inh: blockers of MT1-MMP proenzyme processing, primary screen, HT1080 RFP-PRO-GFP cells, GFP/RFP fluorescence | Matrix metalloproteinase-14 (Homo sapiens), P50281 | hit rate 0.061% among 360,000 | GFP/RFP ratio change, % at 20 µM | GFP/RFP ratio fluorescence, overnight; percent of plate control window, DMSO zero | AID 651647, 2012;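 active = GFP/RFP ratio change of at least 30% with cell ATP level not reduced by more than half and red fluorescence within 50% of control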; note: strong numbers were not always called active
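Assay system: HT1080 RFP-PRO-GFP cells | Dosing: 20 µM single dose, 1% DMSO | Incubation: Cells overnight before dosing, compound overnight, 37 °C, 5% CO2 | Evaluation: GFP/RFP fluorescence ratio | Control set: DMSO-only wells and HT1080 RFP-L50D-GFP cell wells as references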
SUMO1 PPI mod: modulators of SUMO1 protein-protein interactions, primary screen, biochemical, uHTS; Small ubiquitin-related modifier 1 (Homo sapiens), P63165; SUMO1 binding to a labelled peptide, TR-FRET, 1 h; inhibition, % at 20 µM; hit rate 0.33% among 360,000; in the data active = inhibition above about 37%
LMPTP inh: LMPTP phosphatase inhibitors, primary screen, biochemical, fluorescence intensity, uHTS | recombinant LMPTP-A, OMFP fluorogenic substrate | inhibition, % at 20 µM | hit rate 0.22% among 360,000 | AID 651560, 2012;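 active = compounds that cut the enzyme signal by at least half of the control window in the single-dose screen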;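 note: plate controls were DMSO wells with enzyme plus substrate for no effect and substrate without enzyme for full effect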
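Test system – LMPTP-A phosphatase enzyme · Quantity – 0.625 nM LMPTP-A final · Reagent – OMFP substrate, 400 µM final · Dosing – one test concentration per compound, 20 µM, with 3% DMSO overall · Timing – 50 min enzyme reaction at room temperature, protected from light · Detection – fluorescence intensity · Controls – substrate-only low control, DMSO enzyme-plus-substrate high control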
Scp-1 inhibitor: Scp-1 phosphatase inhibitors, primary screen, biochemical, colorimetric, uHTS | Carboxy-terminal domain RNA polymerase II polypeptide A small phosphatase 1 (Homo … | Recombinant Scp1, phosphopeptide, malachite green phosphate absorbance | inhibition, % at 20 µM | hit rate 0.88% among 340,000 | AID 493091, 2011;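 active = inhibition above about 50% at 20 µM, limit read from the data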;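 note: plate controls were DMSO wells with enzyme for no effect and wells lacking enzyme for full effect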
Target sequence (Q9GZU7 76-261 limits assumed): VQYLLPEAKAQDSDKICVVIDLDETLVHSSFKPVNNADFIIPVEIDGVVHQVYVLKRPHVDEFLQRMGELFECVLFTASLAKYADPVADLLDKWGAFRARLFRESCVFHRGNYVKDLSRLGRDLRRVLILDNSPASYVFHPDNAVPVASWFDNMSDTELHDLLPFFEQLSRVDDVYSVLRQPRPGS
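System: truncated SCP-1 phosphatase (76-261aa); medium: Tris acetate buffer pH 5.5 with MgCl2 and Tween-20; incubation: 45 min room-temperature reaction, 5 min colour, 30 min stabiliser; compound: single 20 µM dose, 1% DMSO; reagent: Phosphorylated 17-residue peptide substrate; read-out: % inhibition at 20 µM; technique: colorimetric free-phosphate detection, absorbance 630 nm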
DNMT1 inh: human DNMT1 methyltransferase inhibitors, primary screen, biochemical, molecular beacon, fluorescence, HinP1I cleavage, uHTS; inhibition (reported as % activation of signal), % at 10 µM; hit rate 0.83% among 360,000; DNA (cytosine-5)-methyltransferase 1 (Homo sapiens), P26358; AID 588458, 2011; in the data active = inhibition above about 50%
NadD block: inhibitors of S. aureus NadD, primary screen, biochemical, colorimetric, uHTS; purified NadD enzyme, colorimetric absorbance read-out; AID 602399, 2012; inhibition, % at 20 µM; hit rate 0.78% among 360,000; in the data active = inhibition above about 26%; note: some compounds past the cut are filed as inactive
NRP1-CendR mod: modulators of CendR peptide binding to NRP-1, primary screen, biochemical, fluorescence polarization, uHTS | Neuropilin-1 (Homo sapiens), O14786 | FAM-RPARPAR peptide binding to NRP-1 | inhibition, % at 25 µM | hit rate 0.85% among 360,000;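 active = inhibition or corrected inhibition above about 18%, plus a signal ratio from 0.5 to 1.5, limit read from the data, passing the limit was not always enough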; note: strong numbers were not always called active
STEP inh: STEP phosphatase inhibitors, primary screen, biochemical, fluorescence intensity, uHTS; hit rate 0.25% among 360,000; recombinant STEP, OMFP fluorogenic substrate; inhibition, % at 20 µM; Tyrosine-protein phosphatase non-receptor type 5 (Homo sapiens), P54829;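 active = inhibition at 20 µM, scaled per plate between control wells, above about 37%, limit read from the data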;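 note: 0% = DMSO with enzyme and substrate and 100% = substrate only without enzyme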
Target sequence (P54829 whole entry, looked up): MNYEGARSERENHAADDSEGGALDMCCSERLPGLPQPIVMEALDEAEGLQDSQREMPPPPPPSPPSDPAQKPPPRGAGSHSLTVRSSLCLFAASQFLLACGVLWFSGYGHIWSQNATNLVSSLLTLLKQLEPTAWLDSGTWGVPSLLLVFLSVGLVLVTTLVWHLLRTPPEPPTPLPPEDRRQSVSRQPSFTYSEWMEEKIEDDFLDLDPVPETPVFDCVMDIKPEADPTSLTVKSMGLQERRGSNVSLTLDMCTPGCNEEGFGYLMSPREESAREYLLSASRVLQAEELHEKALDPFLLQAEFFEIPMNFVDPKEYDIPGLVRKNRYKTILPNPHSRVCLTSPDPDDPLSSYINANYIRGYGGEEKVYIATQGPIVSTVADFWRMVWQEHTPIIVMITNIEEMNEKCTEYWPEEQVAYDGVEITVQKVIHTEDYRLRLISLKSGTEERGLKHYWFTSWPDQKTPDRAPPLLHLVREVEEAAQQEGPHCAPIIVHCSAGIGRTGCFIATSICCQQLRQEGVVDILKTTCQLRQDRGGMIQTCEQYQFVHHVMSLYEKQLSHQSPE
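Measure: Control-normalized % inhibition with plate pattern correction | Test system: STEP phosphatase, cell-free reaction | Medium: pH 6.0 Bis-Tris with DTT and Tween 20 | Technique: Fluorescence, 480/540 nm | Times: Reaction 20 min, ambient temperature | Doses: Single compound dose of 20 µM, 1% DMSO final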
Rpn11 block: Rpn11 (PSMD14) deubiquitinase inhibitors, primary screen, biochemical, fluorescence polarization, uHTS; 26S proteasome non-ATPase regulatory subunit 14 (Homo sapiens), O00487; human 26S proteasome, Ub4-pepOG fluorescence polarization; 20S core pre-blocked with epoxomicin; calls only at 20 µM; hit rate 0.59% among 360,000;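 active = inhibition at 20 µM, scaled to each plate's controls, above about 33%, limit read from the data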
Target sequence (O00487 whole entry, looked up): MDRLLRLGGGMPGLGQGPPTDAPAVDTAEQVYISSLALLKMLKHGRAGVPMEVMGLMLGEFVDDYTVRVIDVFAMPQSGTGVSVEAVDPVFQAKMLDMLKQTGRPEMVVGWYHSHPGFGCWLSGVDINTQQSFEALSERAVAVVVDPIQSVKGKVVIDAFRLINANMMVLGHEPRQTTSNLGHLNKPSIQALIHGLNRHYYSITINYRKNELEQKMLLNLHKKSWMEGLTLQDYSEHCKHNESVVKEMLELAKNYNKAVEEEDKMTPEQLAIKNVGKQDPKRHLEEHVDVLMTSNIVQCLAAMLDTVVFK
Numbers without * were called inactive; i = inactive; x = no result given. Outcome played no part in choosing rows; about 3.9% have a hit in one of these screens.

The line under a structure holds: Rpn11 block	SUMO1 PPI mod	NRP1-CendR mod	LMPTP inh	DNMT1 inh	NadD block	MT1-MMP act inh	STEP inh	SKN-1 block	Scp-1 inhibitor
- N#Cc1nc(-c2ccccc2)oc1NCc1ccco1
→ i	5	-4	0.4	6	0	1	3	13	-3
- COc1ccc(-n2c(C)cc(C(=O)COC(=O)Cn3cnc4ccccc43)c2C)cc1
→ i	-4	-10	2.2	-4	0	0	1	-10	11
- CCOc1ccc(NC(=O)CCC(=O)c2ccc(-c3ccccc3)cc2)cc1
→ i	-2	1	-0.9	19	6	-2	1	0	-5
- CCn1c(SCc2ccccc2)nc2cc(S(N)(=O)=O)ccc21
→ i	2	8	0.1	-2	0	2	-3	2	-1
- CCOC(=O)N1CCN(C(=O)COC(=O)c2ccc([N+](=O)[O-])cc2Cl)CC1
→ i	-40	-8	0.0	2	-2	3	-2	5	-9
- CCc1nc(SCC(=O)Nc2nc3c(s2)CCCC3)c2ccccc2n1
→ i	4	-8	1.9	-9	3	0	3	9	0
- CCOc1ccc(C(=O)N2CCCC2)cc1
→ i	-7	-2	-0.6	2	0	7	-3	2	-4
- Cc1cc(C)c2cc3c(N)c(C(=O)N4CCc5ccccc5C4)sc3nc2c1
→ i	-5	-44	-0.1	-4	22	-1	2	8	7
- CC(C)(C)NC(=O)N1CCN(c2nc(-c3ccccc3)ns2)CC1
→ i	2	2	0.2	2	-8	5	2	6	4
- O=C(NC1CCCCC1)c1cc(-c2cccc(Cl)c2)on1
→ i	3	18	-1.9	-1	-4	-4	4	10	-11
- Cc1ccc(CNc2nc(C)c(C(=O)N(C)C)s2)cc1
→ i	3	15	-1.6	1	-6	-1	-2	10	-5
- Cc1c(C(=O)N2CCOCC2)oc2ccc(Br)cc12
→ i	-1	12	-5.4	6	-1	3	2	34	-9
- CN1CC(c2ccccn2)C2(SC(=S)N(Cc3ccccc3)C2=O)C12C(=O)Nc1ccccc12 (configuration not stated)
→ i	-3	1	0.5	5	-3	2	-2	2	-6
- Cc1nn(C(C)C(=O)NC(C)CCc2ccccc2)c(=O)c2cc3occc3n12 (configuration not stated)
→ i	7	5	2.2	-1	6	0	-1	8	4
- Cc1cc(C)c(C)c(S(=O)(=O)Nc2cccc(-n3cnnn3)c2)c1C
→ i	-4	-12	1.4	-2	-7	3	-4	0	-10
- CSc1ccccc1NC(=O)Nc1ccccc1Cl
→ i	-6	-4	-0.5	2	-6	-3	0	14	-4
- O=C(Nc1ccccc1)N(O)c1ccc(Cl)cc1
→ i	-6	11	0.5	-11	2	3	-2	4	-12
- COc1ccc(NC(=O)c2nc(C)c(C3(C)CC(c4ccccc4)=NO3)s2)cc1 (configuration not stated)
→ i	2	20	2.6	-14	-4	1	1	5	-12
- O=C(NCc1ccccc1)C(CCc1ccccc1)n1c(=O)c(-c2cc3ccccc3[nH]2)nc2ccccc21 (configuration not stated)
→ x	2	-5	4.3	x	x	-3	x	10	x
- CC(C)OP(=O)(OC(C)C)C(O)c1ccc2c(c1)OCO2 (configuration not stated)
→ i	0	12	-0.6	0	-1	2	-2	-5	-8
- COc1cccc(NC(=O)c2cnn(-c3ccccc3)c2C)c1
→ i	4	2	-1.2	1	-3	11	-2	17	-4
- COC(=O)c1ccc(C(=S)NCC2(N(C)C)CCCCC2)cc1
→ i	-10	-3	-1.8	3	-6	0	1	-6	2
- O=C(NCCc1ccc2c(c1)OCCO2)c1ccccc1F
→ i	1	1	-0.4	2	3	-5	-6	-1	-6
- CCOC(=O)Cn1c(-c2ccc(OC)cc2)c(-c2ccc(OC)cc2)nnc1=O
→ i	-34	-4	-0.3	1	3	-2	0	7	-5
- O=C1OCc2cc(NC(=O)C3CCCO3)ccc21 (configuration not stated)
→ i	-3	-2	-1.3	6	1	5	1	-39	2
- Clc1ccc(Nc2nc(C3CC3)cs2)cc1
→ i	4	-12	1.3	-40	1	-1	-4	6	-2
- CC(C)(C)C1=Nn2c(nnc2-c2n[nH]c3c2CCC3)SC1
→ i	-4	6	-0.6	0	-5	-8	3	-1	25
- NNC(=O)c1nnsc1-c1csnn1
→ i	2	-3	0.1	-3	-2	2	-1	16	10
- CC1(C)CC(=O)C(C=NCc2ccccn2)=C(O)C1
→ i	-4	9	-1.3	1	3	2	0	8	5
- CCCN1Cc2cccc(C(=O)NCCc3cccc(C)c3)c2C1=O
→ i	1	12	0.8	-4	-5	0	0	-2	2

Three entries already listed, ordered by length of the SMILES, descending:
The line under a structure holds: Rpn11 block	SUMO1 PPI mod	NRP1-CendR mod	LMPTP inh	DNMT1 inh	NadD block	MT1-MMP act inh	STEP inh	SKN-1 block	Scp-1 inhibitor
- CC(C)(C)C1=Nn2c(nnc2-c2n[nH]c3c2CCC3)SC1
→ i	-4	6	-0.6	0	-5	-8	3	-1	25
- COc1cccc(NC(=O)c2cnn(-c3ccccc3)c2C)c1
→ i	4	2	-1.2	1	-3	11	-2	17	-4
- CC1(C)CC(=O)C(C=NCc2ccccn2)=C(O)C1
→ i	-4	9	-1.3	1	3	2	0	8	5

Following part:
The line under a structure holds: Rpn11 block	SUMO1 PPI mod	NRP1-CendR mod	LMPTP inh	DNMT1 inh	NadD block	MT1-MMP act inh	STEP inh	SKN-1 block	Scp-1 inhibitor
- CCOC(=O)c1cccc(NC(=O)CNC(=O)C2CCCCC2)c1
→ i	-6	8	-2.2	4	-7	5	-1	-10	3
- COC(=O)CNc1nc(Cl)nc(NC2CCCCC2)n1
→ i	2	-3	0.0	0	-4	-4	-1	7	4
- CC(C)n1nnnc1C1c2ccccc2C(=O)N1CCc1c[nH]c2ccccc12 (configuration not stated)
→ x	4	10	-0.8	x	-4	4	x	2	x
- CCC1C(=O)Nc2ccccc2N1C(=O)c1ccc(Cl)nc1 (configuration not stated)
→ i	0	8	-1.5	0	-7	-10	-3	-3	-3
- O=C(O)CCc1nc2cc(Cl)ccc2n(Cc2ccccc2)c1=O
→ i	-2	-3	-0.4	-6	2	-4	1	6	-6
- Fc1ccc(NC(=S)Nc2nccs2)cc1
→ i	-1	-2	0.0	-2	-1	-3	1	3	-5
- COc1ccccc1NC(=O)C1CCCN(C(=O)NCc2ccccc2)C1 (configuration not stated)
→ i	-1	2	-0.6	-1	-1	1	-2	-4	-4
- O=[N+]([O-])c1ccc(O)c(CSc2nnnn2-c2ccccc2)c1
→ i	-2	-4	-0.2	5	0	3	-3	-19	0
- CN(CC(=O)Nc1ccc(Cl)cc1)C(=O)CCC1CCCC1
→ i	6	-2	-2.1	0	-7	-1	-4	3	0
- CCOc1ccccc1N(C(=O)c1snc(C(N)=O)c1N)C(C(=O)NCC1CCCO1)c1ccc2ncccc2c1 (configuration not stated)
→ i	-11	-11	-0.7	-2	4	-3	0	4	-7
- COc1cccc(/C=C/c2[nH]c(=O)[nH]c(=O)c2[N+](=O)[O-])c1O
→ i	5	3	-3.5	2	-6	-2	1	12	-2
- O=C(COC(=O)c1ccccc1)NC(=O)NC1CCCC1
→ i	9	4	-2.4	0	-2	1	-2	-14	-3
- O=C(Nc1c(C(=O)N2CCCCC2)cnn1-c1ccccc1)c1ccccc1
→ i	-2	-16	0.2	-1	-1	0	-1	3	-13
- CC1CC(=O)N(CC(=O)Nc2ccc3c(c2)OCO3)c2ccccc2S1 (configuration not stated)
→ i	3	-4	-0.1	3	-6	0	4	4	-4
- CN(C)c1ccc(-c2ccnc3c2CC(C)(C(=O)Nc2cccc(Oc4ccccc4)c2)O3)cc1 (configuration not stated)
→ i	4	1	1.8	-10	-3	1	0	-2	x
- CC(C)(C)OC(=O)N1Cc2ccccc2C[C@H]1C(=O)NCC(=O)NCC1CCCO1 (some centres not stated)
→ i	1	-9	-0.4	2	7	0	-2	12	-2
- COc1cc(C(=O)N2CCN(C(=O)COc3ccc4ccccc4c3)CC2)cc(OC)c1OC
→ i	1	14	-2.4	3	10	6	-2	-1	8
- CCCC(NS(=O)(=O)c1ccc(C)cc1)C(=O)O (configuration not stated)
→ i	4	1	-2.6	4	-1	2	-2	-6	-5
- CN(CC(=O)Nc1ccc(Cl)cc1)C(=O)c1ccc(-n2cncn2)c([N+](=O)[O-])c1
→ i	-27	-1	-0.3	0	1	-5	-1	22	0
- COc1cc(/C=C/C(=O)O)cc(S(=O)(=O)Nc2cccc(SC)c2)c1OC
→ i	-1	4	-1.2	-2	-1	-8	2	11	-4
- COc1ccc(-c2cc(NC(C)=O)c3ncc(-c4cccc(C(F)(F)F)c4)n3c2)c(OC)c1
→ i	1	-9	2.9	-8	4	4	2	10	x
- O=C(O)c1ccc(OCc2cn3ccccc3n2)cc1
→ i	-2	2	1.0	0	-3	3	4	-4	-2
- Cc1cc(S(=O)(=O)NCC(C)C)ccc1OCC(=O)NCc1ccco1
→ i	3	-1	-0.8	6	-2	4	2	1	-5
- c1ccc(Cc2nc(-c3ccccn3)no2)cc1
→ i	-10	-7	0.1	2	-2	5	1	12	-4
- COc1ccc(NC(=O)C2(C)Cc3c(-c4ccc(NC(C)=O)cc4)ccnc3O2)cc1 (configuration not stated)
→ i	15	0	-0.8	2	-5	2	-1	2	x
- CCOc1ccc(-c2nnn(CC(=O)NCc3ccc4c(c3)OCO4)n2)cc1
→ i	3	1	-3.8	33	-20	-3	-2	-26	0
- CCC1SC2=NCCN2C1(O)c1ccc(Cl)cc1 (configuration not stated)
→ i	-1	-4	-1.4	2	-2	-14	-1	12	-6
- CNc1nc(OCC#N)nc(N2CCCCC2)n1
→ i	1	0	-1.4	2	-4	2	2	4	-1
- Cc1cc(C)n(Cc2ccc(C(=O)NN)o2)n1
→ i	2	1	0.0	1	1	1	-1	4	-3
- COC(=O)CN1C(=O)C(O)(CC(=O)c2ccc(Cl)cc2)c2ccccc21 (configuration not stated)
→ i	-1	-4	0.3	3	0	-1	-1	-8	-3
- Cc1cccc(CC(=O)NCCS(=O)(=O)N2CCN(c3ccccc3)CC2)c1
→ i	1	-4	-1.7	4	-3	1	0	11	x

Screens from PubChem BioAssay.
